Screening results: PubChem, SRMLSC
Ecoli WT growth: growth inhibitors of wild type E. coli, primary screen, strain BW25113 wild type, absorbance readout; AID 552, 2006; inhibition, % at 10 µM; E. coli BW25113 growth inhibition, OD600; 20,000 compounds, 0.05% hits; in the data active = inhibition above about 40%;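 note: bacteria exposed to compound for 20 hours at 37 °C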
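System: bacterial strain in a whole-cell growth screen; medium: LB broth with 50 µg/mL kanamycin; detection: absorbance at 615 nm; schedule: 20 h exposure, 37 °C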
Active calls of the source: *. The list is partial; count on the stated rates, not on these rows.

Start of the listing, in advance (7 entries):
SMILES | Ecoli WT growth
Cc1ccc(CNC(=O)CSc2nc(N3CCCCC3)nc(N3CCCCC3)n2)cc1 | -16
Cc1cc(C)n2nc(-c3cccnc3)nc2n1 | -12
Cn1nc(-c2ccc(C(=O)NCC3CCCO3)cc2)c2ccccc2c1=O (stereo not given) | -10
Cc1cccc(CN2CCN(C(c3ccccc3)c3ccc(Cl)cc3)CC2)c1 (stereo not given) | 12
Cc1cc(=O)oc2cc(Oc3ncccn3)ccc12 | -6
C=CCN1C(=O)/C(=C2\SC(N3CCOCC3)=NC2=O)c2cc(Br)ccc21 | -3
CSc1nc2ccc(S(=O)(=O)Nc3c(C)n(C)n(-c4ccccc4)c3=O)cc2s1 | -13

The list itself, repeating the preview:
SMILES | Ecoli WT growth
Cc1ccc(CNC(=O)CSc2nc(N3CCCCC3)nc(N3CCCCC3)n2)cc1 | -16
Cc1cc(C)n2nc(-c3cccnc3)nc2n1 | -12
Cn1nc(-c2ccc(C(=O)NCC3CCCO3)cc2)c2ccccc2c1=O (stereo not given) | -10
Cc1cccc(CN2CCN(C(c3ccccc3)c3ccc(Cl)cc3)CC2)c1 (stereo not given) | 12
Cc1cc(=O)oc2cc(Oc3ncccn3)ccc12 | -6
C=CCN1C(=O)/C(=C2\SC(N3CCOCC3)=NC2=O)c2cc(Br)ccc21 | -3
CSc1nc2ccc(S(=O)(=O)Nc3c(C)n(C)n(-c4ccccc4)c3=O)cc2s1 | -13
CCc1nnc(NC(=O)c2ccc(NS(=O)(=O)c3ccccc3)cc2)s1 | -4
CCC1CCCCN1CCNS(=O)(=O)c1ccc2c(c1)oc(=O)n2C (stereo not given) | 14
COC(=O)C(C(=O)OC)N1C(=O)CCC1=O | -17
COc1cccc(N2CCN(c3c4c(nc5ncnn35)CCC4)CC2)c1 | 0
COc1c(C)cccc1C(=O)Nc1cc(Cl)ccc1N1CCOCC1 | -2
Cn1nnc(NC(=O)COc2ccc(C3CCCCC3)cc2)n1 | 6
Cc1c(NC(=O)CSc2nnnn2Cc2ccccc2)c(=O)n(-c2ccccc2)n1C | 6
O=C(c1cccs1)N1CCN=C1SCc1ccccc1 | 15
O=C(COc1ccc(F)cc1)N(CC1=CCS(=O)(=O)C1)c1ccccc1 | -21
CC(C)OC(=O)CSc1nnc(-c2ccccn2)n1-c1ccccc1 | 9
COC(=O)COc1ccc(Oc2cc(C)nc(SC)n2)nn1 | 3
O=C1C2C(C(=O)N1Cc1cccnc1)C1C=CC2C12CC2 (stereo not given) | -21
COc1cccc(CNC(=O)Cn2c(=O)oc3ccccc32)c1OC | -5
COc1ccc(CNc2nc3c(c(=O)[nH]c(=O)n3C)n2CCCc2ccccc2)cc1 | -18
O=S1(=O)Nc2c(ccc3cccnc23)-c2ccccc21 | 15
CCOC(=O)c1cc2sc(C)cc2n1CC(=O)NCc1ccc(F)cc1 | 3
CCCn1cnc2cc(NCc3cccc(OC)c3)ccc21 | -18
Cn1c(SCc2nc3ccccc3c(=O)[nH]2)nnc1-c1ccco1 | -7

Rewritten as tab-separated lines: entries from further up.
compound	Ecoli WT growth
CSc1nc2ccc(S(=O)(=O)Nc3c(C)n(C)n(-c4ccccc4)c3=O)cc2s1	-13
COc1ccc(CNc2nc3c(c(=O)[nH]c(=O)n3C)n2CCCc2ccccc2)cc1	-18
Cc1c(NC(=O)CSc2nnnn2Cc2ccccc2)c(=O)n(-c2ccccc2)n1C	6
COc1cccc(N2CCN(c3c4c(nc5ncnn35)CCC4)CC2)c1	0

(cont.)
SMILES | Ecoli WT growth
CCCOc1ccc(N2C(=O)CC(N(O)c3ccccc3)C2=O)cc1 (stereo not given) | -26
CCC(C)(C)n1nnnc1C(c1ccc(OC)c(OC)c1)N1CCN(c2ccc(F)cc2)CC1 (stereo not given) | 0
CCc1ccc(CCC(=O)Nc2ccc(C)cc2C)o1 | -25
CCCn1c(SCC(=O)Nc2cc(C)on2)nc2c1c(=O)n(C)c(=O)n2C | -1
O=C(NC1CC2CCC1C2)C1COc2ccccc2O1 (stereo not given) | -3
COC(=O)c1cc(OC)c(OC)cc1NC(=O)Nc1ccc(OC)cc1OC | -14
O=C(NCCOCC(F)(F)C(F)F)c1cc(F)c(F)cc1Cl | 0
COc1cccc(Cn2c(Oc3ccccc3)nc3c2c(=O)n(C)c(=O)n3C)c1 | -1
O=C1CC(Cc2ccccc2)C(=O)N1CCc1ccc2c(c1)OCO2 (stereo not given) | 7
O=C(Cn1nnc(-c2cccs2)n1)OC1CCCCC1 | -1
O=C(CN1C(=O)c2ccccc2S1(=O)=O)Nc1ccc(S(=O)(=O)N2CCCCC2)cc1 | -21
CCOc1cc(-c2ccc(N)c(OCC)c2)ccc1N | 4
COc1cccc(C(=O)Nc2c(C(N)=O)oc3ccccc23)c1 | -1
Cn1c(=O)n(CCN2CCOCC2)c(=O)c2c1nc1n2CCN1c1ccccc1 | 11
Cc1cccc(-n2ncc3c(N4CCCC4)ncnc32)c1 | 0
O=C(NC1CCCC1)c1ccc(S(=O)(=O)N2CCCC2)cc1 | 1
CCOc1ccc(-c2noc(-c3ccncc3)n2)cc1OCC | 0
CCC1CCCCN1C(=O)c1nn2cccnc2c1Cl (stereo not given) | -14
Clc1ccc(CSc2nnc(-c3ccncc3)o2)c(Cl)c1 | -16
O=C(O)c1ccc(CSc2n[nH]c(-c3ccco3)n2)cc1 | -10
Cc1cccc(N2CC(C(=O)Nc3ccc4c(c3)OCO4)CC2=O)c1C (stereo not given) | -4
O=C(O)COc1ccc(Oc2ccccc2)cc1 | -3
NC(=O)c1c(C(F)(F)F)cc(-c2ccccc2)nc1NCCO | -19
CCc1cccc(NC(=O)C2CCCN(S(=O)(=O)c3c(C)[nH]c(=O)[nH]c3=O)C2)c1 (stereo not given) | -8
COc1ccc(-c2c3c(=O)n(C)c(=O)n(C)c3cn2NC(C)=O)cc1 | -22

(further entries)
SMILES | Ecoli WT growth
COC(=O)c1ccc(=O)n(-c2ccc(OC)cc2)c1 | -17
COc1ccccc1N1CCN(S(=O)(=O)c2ccc3c4c(cccc24)C(=O)N3C)CC1 | 3
O=C(C1CCC(Cn2c(=S)[nH]c3ccccc3c2=O)CC1)N1CCN(c2ccccc2)CC1 (stereo not given) | -19
CCOC(=O)c1ccc(N=Cc2nc(-c3ccccc3)oc2OC(C)=O)cc1 | -4
CCOC(=O)c1c(C2COc3ccccc3O2)csc1N (stereo not given) | -18
CC(C)(C)c1nc(CN2CCOCC2)ccc1O | 5
CC(=O)c1ccc(N2CCN(C(=O)c3ccco3)C(C)C2)c(F)c1 (stereo not given) | -7
Cc1occc1C(=O)NC(C)C(C)(C)C (stereo not given) | -16
CCSc1nnc(NC(=O)c2ccc(Br)s2)s1 | -20
FC(F)(F)c1cccc(OCCOCCn2cncn2)c1 | -14
O=S1(=O)N=C(N2CCN(Cc3ccc4c(c3)OCO4)CC2)c2ccccc21 | -11
COc1ccccc1-c1cc2nc(C)c(CCC(=O)NCc3ccco3)c(C)n2n1 | 4
CC1(C)Cc2cccc(OCC(=O)O)c2O1 | 5
Cc1ccc(N2CC(C(=O)N3CCCc4ccccc43)CC2=O)cc1 (stereo not given) | -17
CC1(C)CC(=O)C(C=NCc2ccc3c(c2)OCO3)=C(O)C1 | 6
CCOC(=O)C1C(=O)NC(N2CCc3ccccc32)=NC1c1ccccc1 (stereo not given) | -20
NC(=O)C1CCN(C(=O)c2cc3n(n2)C(C(F)(F)F)CC(c2ccco2)N3)CC1 (stereo not given) | 4
COc1ccc(N2CCN(Cc3nc4c(c(=O)[nH]c(=O)n4C)n3CC(C)=O)CC2)cc1 | 0
Nn1c(SCC(=O)Nc2ccc3c(c2)OCO3)nnc1C1CC1 | 5
COc1ccccc1N(CC(=O)Nc1ccc(F)c(F)c1)S(C)(=O)=O | -12
O=C(Nc1cccc(-c2nc3ccccc3[nH]2)c1)c1cccc(NC(=O)c2ccco2)c1 | -8
O=C(CN1CCN(c2cccc(Cl)c2)CC1)N1CCCC1 | 5
CC1(C)CC(=O)C2=C(C1)NC(Nc1nc3ccccc3o1)=NC21CCCC1 | 0
Cc1cc(C)cc(-n2nnc(C(=O)NCc3ccc4c(c3)OCO4)c2N)c1 | 2
CC1(C)CC(=O)C2=C(C1)OC(N)=C(C#N)C21C(=O)N2CCCc3cccc1c32 (stereo not given) | -21

(continued)
SMILES | Ecoli WT growth
Cc1ccc(-c2nn3c(=O)c(C)nnc3s2)cc1 | 4
O=C(c1ccc2c(=O)n(-c3ccccc3)c(=O)[nH]c2c1)N1CCCCC1 | -20
Cc1csc(CCc2nc(C)cs2)n1 | -15
Cc1ccc(S(=O)(=O)NCCCNC(=O)N2CCOCC2)cc1 | -10
Cc1ccnc(NC(=O)C2CCC(CNc3c(N4CCCC4)c(=O)c3=O)CC2)c1 (stereo not given) | 15
COc1ccc(OC)c(C2=C[N+](=O)C(C)(C)C(C)(C)N2[O-])c1 | 3
Cc1cccc(N(C2C=CS(=O)(=O)C2)S(=O)(=O)c2ccccc2)c1 (stereo not given) | -7
COCC(=O)Nc1nnc(C2CCCCC2)s1 | -17
Cc1ccc2nc(NC(=O)CN3CCOCC3)sc2c1 | -15
Cc1ccc(SCc2cc(=O)[nH]c(N3CCN(Cc4ccc5c(c4)OCO5)CC3)n2)cc1 | -17
CCn1c(SCC(=O)c2ccccc2)nnc1-c1cc2cc(Br)ccc2o1 | -22
CCOc1ccc(NS(=O)(=O)c2ccc(SC)cc2)cc1 | 5
COc1ccc(Nc2nc(C)cc(C)c2C#N)cc1 | -20
Brc1cnc(N2CCOCC2)nc1N1CCCCC1 | 6
O=C(COc1ccc(C(=S)N2CCOCC2)cc1)N1CCCC1 | -17
CCSc1ncc(Cl)c(C(=O)N(Cc2ccc(N(C)C)cc2)C2CCS(=O)(=O)C2)n1 (stereo not given) | 0
Cc1noc(C)c1S(=O)(=O)Nc1c(C)n(C)n(-c2ccccc2)c1=O | 8
COc1ccc(-c2noc(-c3ccc(Br)o3)n2)cc1OC | -21
O=C1c2ccccc2C(=O)N1CCc1nn[nH]n1 | -20
Clc1cc2c(c(Cn3cnc4ccccc43)c1)OCOC2 | 0
Clc1ccc(-n2ncc3c(NCCCn4ccnc4)ncnc32)cc1 | -3
CC(=O)NC(c1ccccc1)c1nc2ccccc2[nH]1 (stereo not given) | -10
Cc1cccc(NC(=O)CC(C)(C)C)c1 | 1
CCOC(=O)c1ccc2nc(NC(NC(C)=O)(C(=O)OC)C(F)(F)F)sc2c1 (stereo not given) | 6
Cn1c(=O)[nH]c(=O)c2c1nc(N1CCNCC1)n2Cc1cccc2ccccc12 | -2

New compounds follow.
SMILES | Ecoli WT growth
CCN1C(=O)c2cccc3c(S(=O)(=O)NC(Cc4c[nH]c5ccccc45)C(=O)O)ccc1c23 (stereo not given) | 2
CCN(C(=O)c1cc2cc3ccc(C)cc3nc2o1)c1ccc(OC)cc1 | 21
CCCCOCC(O)CN1CCN(C(C)=O)CC1 (stereo not given) | -22
CCOC(=O)c1cnc2c(C(=O)OC)cccc2c1NCCN1CCOCC1 | -2
CC(=O)Nc1cccc(-c2nc3ccccc3c(=O)o2)c1 | -5
COc1ccc(OC)c(NC(=O)Cc2nn(C)c(=O)c3ccccc23)c1 | -12
CCOC(=O)C1CCN(C(=O)Nc2ccc(Cl)cc2Cl)CC1 | -8
N#CC1=C(N)Oc2cc(O)ccc2C1C1CCCCC1 (stereo not given) | 6
Cc1nn(-c2nc3ccccc3[nH]2)c(N)c1-c1ccccc1 | -6
COC(=O)c1ccccc1NC(=O)N1c2ccccc2CC1C (stereo not given) | -9
CCc1c(C)nc(N)n2c(SCC(=O)N3CCCc4ccccc43)nnc12 | 3
O=C(CS(=O)(=O)c1cn(Cc2ccc(F)cc2)c2ccccc12)N1CCCCC1 | -1
O=C(c1ccc(S(=O)(=O)N2CCOCC2)cc1)N1CCN(c2ccccc2F)CC1 | -15
Cn1c(Cc2csc(N)n2)nnc1SCC(=O)NC1CCCCC1 | -9
COc1cccc(N(CC(=O)NCCSc2ccccc2)S(C)(=O)=O)c1 | 0
COc1ccccc1C1CC(c2ccc(C)cc2)Nc2ncnn21 (stereo not given) | 0
CCOC(=O)Nc1ccc2c(c1)ncn2C1CCCCC1 | -21
CCOc1ccc(-c2nnn(CCC(=O)O)n2)cc1OC | 9
Cc1noc(C)c1CSc1nnc2scc(-c3ccc(Cl)cc3)n12 | -8
COC(=O)c1ccccc1NC(=O)c1cc(-c2ccc(OC)c(OC)c2)on1 | 5
COc1ccc(CN2CCCCCC2)c(C)c1C | 0
c1ccc(CSc2nnc(-c3ccco3)c(-c3ccco3)n2)cc1 | -25
Clc1ccc(C2=Nn3c(nnc3-c3n[nH]c4c3CCC4)SC2)cc1Cl | -3
Cc1ccc(-c2nc(C#N)c(NCc3cccc4c3OCO4)o2)cc1 | -16
COCCCNC(=O)CSc1ccc(Cl)cc1 | 1
O=C(CSc1nnnn1-c1ccccc1)Nc1nsc(-c2ccc(Cl)cc2)n1 | 8
N#Cc1nc(COc2cccc(Cl)c2)oc1NCc1ccncc1 | 7
N#CC1=C(N)Oc2cc3c(cc2C1c1ccc(Cl)cc1)OCO3 (stereo not given) | -22
CCCCNc1cc(C(=O)O)cc(S(N)(=O)=O)c1Oc1ccccc1 | -2

Already shown: entries from further up.
SMILES | Ecoli WT growth
Cc1cccc(N(C2C=CS(=O)(=O)C2)S(=O)(=O)c2ccccc2)c1 (stereo not given) | -7
COCC(=O)Nc1nnc(C2CCCCC2)s1 | -17
Cc1ccc2nc(NC(=O)CN3CCOCC3)sc2c1 | -15
Cc1ccc(SCc2cc(=O)[nH]c(N3CCN(Cc4ccc5c(c4)OCO5)CC3)n2)cc1 | -17
CCn1c(SCC(=O)c2ccccc2)nnc1-c1cc2cc(Br)ccc2o1 | -22
CCOc1ccc(NS(=O)(=O)c2ccc(SC)cc2)cc1 | 5

Random excerpt: two records from the list, in no set order.
SMILES | Ecoli WT growth
Cc1nn(-c2nc3ccccc3[nH]2)c(N)c1-c1ccccc1 | -6
COc1ccc(CN2CCCCCC2)c(C)c1C | 0
